A549 viability – kills or reduces viability of A549 cells in Nrf2 counter-screen; hit rate 0.16% among 390,000; AID 504648; Potency, µM (series often up to 46 µM), for inactives: top-dose activity change, negative = cytotoxicity, actives largely listed as inhibitors; A549 ARE-Fluc cells, CellTiter-Fluor viability, 18-24 h; further: potency means the concentration at half of the fitted maximal effect; on the % scale 0 is the no-effect control and ±100 the full control effect
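A549 ARE-Fluc cells in 5% FBS OPTI-MEM, 5000 cells/well, rested 2 h then exposed to compounds in concentration-response for 18-24 h at 37 °C. Viability by CellTiter-Fluor fluorescence (Ex 405/Em 525) after 30 min; luciferase luminescence (BugLite, 15 min, RT) read afterwards.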
MmCpn inh – blocks the Methanococcus maripaludis chaperonin Mm-Cpn. purified Mm-Cpn ATPase, ADP Transcreener TR-FRET. Potency, µM (doses to about 76.9 µM), inactives show at the highest dose activity, negative = inhibition, most hits filed as inhibitors. hit rate 0.031% among 330,000; further: potency means the concentration at half of the fitted maximal effect; on the % scale 0 is the no-effect control and ±100 the full control effect; nearly all actives have a fitted effect of over 80% in size
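Reaction buffer contained 30 mM Tris pH 7.4, 100 mM KCl, 5 mM MgCl2 and 1 mM DTT. Mm-CPN (25 nM final) hydrolysed 10 uM ATP over 30 min at 37°C; ADP was read by HTRF.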
pAkt inh – Akt phosphorylation inhibition; activity change, % for hits at 50 µM; Neuro2A IGF-stimulated pAkt S473 HTRF, 20 min; stronger effect = lower value; hit rate 0.32% among 360,000; in the data active means activity change below about -80%; inconclusive means mostly about -51% to -80%; further: on the % scale 0 is the no-effect control and ±100 the full control effect
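Neuro2A cells in DMEM with 0.5% FBS, overnight at 37 deg C, given compound at single 50 µM final, then IGF (6 nM final) for 20 min at 37 deg C. Lysed; phospho-Akt Ser473 by HTRF after 24 h, 665/615 ratio.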
Nrf2 ARE act – Nrf2 pathway activation; AREc32 ARE-luciferase reporter (MCF7-derived line), luminescence, 24 h; Potency, µM (highest dose often 46.1 µM), for the others: at the top dose activation, most hits filed as activators; hit rate 0.31% among 410,000; AID 624171; further: potency means the concentration at half of the fitted maximal effect; % of control where 0% means no effect; nearly all actives have a fitted effect of over 65% in size
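AREc32_Fluc, 1000 cells/well, OPTI-MEM + 5% FBS, o/n 37 deg C 5% CO2; 23 nL cpd by pin tool, 24 hr; Steady-Glo 30 min RT, luminescence.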
Abeta rescue – restores growth of yeast expressing A-beta42 peptide; hit rate 0.063% among 410,000; Potency, µM (top dose mostly 46.1 µM), for inactives: top-dose growth rescue, actives largely listed as activators; yeast expressing A-beta42, growth rescue, OD600, 48 h; response scale: 0% DMSO, 100% iron-clioquinol control; AID 1347071; further: potency means the concentration at half of the fitted maximal effect; nearly all actives have a fitted effect of over 55% in size
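Yeast growth medium received pinned compounds, then yeast cells expressing toxic A-beta were added; plates incubated at 30 C for 48 hr. Growth read as absorbance at 600 nm, normalized to DMSO and equimolar FeCl3 plus clioquinol controls.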
CCT chaperon mod – modulators of cytosolic chaperonin (CCT/TRiC) activity | purified chaperonin ATPase assay, HTRF ADP detection, 30 min | activity change, % (test concentration not listed), hits read low | hit rate 0.3% among 360,000; in the data active means activity change below about -30%; further: on the % scale 0 is the no-effect control and ±100 the full control effect
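TRiC (40 or 20 nM final, by batch activity) in 30 mM Tris pH 7.4, 100 mM KCl, 5 mM MgCl2, 1 mM DTT was treated with compound at 76 uM single dose, then 10 uM ATP, 30 min at 37 °C. ADP was read by HTRF Transcreener.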
Nrf2 block – blocks Nrf2 signaling | A549 ARE-Fluc reporter, luciferase luminescence, 18-24 h | Potency, µM (doses to about 46 µM), for inactives: at the top dose activity change, negative = inhibition, actives largely listed as inhibitors | hit rate 2.1% among 360,000 | AID 504444; further: potency means the concentration at half of the fitted maximal effect; on the % scale 0 is the no-effect control and ±100 the full control effect; nearly all actives have a fitted effect of over 60% in size
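In this cell-based qHTS, ARE-driven firefly luciferase in A549 cells reports Nrf2 activity; the luminescent signal after BugLite lysis is the measured value, with a prior CellTiter-Fluor read for cell health.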
TGFb inhibitor – TGF-b pathway inhibition; hit rate 1.2% among 410,000; HepG2 CAGA-GFP TGF-b/SMAD3 reporter, GFP fluorescence, 18 h; TGF-beta stimulated, 500 pg/mL final; AID 588855; Potency, µM (top dose mostly 46.1 µM), inactives show at the top dose activity, negative = inhibition, most hits filed as inhibitors; further: potency means the concentration at half of the fitted maximal effect; on the % scale 0 is the no-effect control and ±100 the full control effect; nearly all actives have a fitted effect of over 65% in size
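Inhibition of TGF-beta-driven CAGA-GFP reporter expression in HEPG2 cells is measured by cellular GFP fluorescence after 18 h stimulation with 500 pg/mL recombinant TGF-beta in 1% FBS medium at 37 degrees C.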
HepG2 tox – counter-screen for TGF-b inhibitors: cytotoxicity in HepG2 cells; HepG2 CAGA-GFP viability, ATP luminescence, 18 h; Potency, µM (titrated, usually from 46.1 µM), inactives show top-dose activity change, negative = cytotoxicity, hits mostly cytotoxic; hit rate 0.76% among 410,000; further: potency means the concentration at half of the fitted maximal effect; some results filed as inactive show a strong effect at the top dose
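HepG2 CAGA-GFP cells (1000/well, DMEM with 1% FBS) received compound, then TGF-beta at 500 pg/mL final, and were incubated 18 hours at 37 degrees C. Viability was read by CellTiter-Glo luminescence. Media-only wells were set as complete cell-killing and DMSO as no toxicity.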
The depositor's hits bear a star; i = inactive; ? = inconclusive; / = not tested or not shown; [ ] = remark or other dose. Unless noted, the call rests on the fitted dose curve; in most records, active means well fitted curve in the direction sought with a large enough effect; inconclusive means small, poorly fitted or top-dose-only effect, or another doubt; inactive means no such curve, though single readings can be large; an effect the other way counts as inactive or inconclusive.

Results follow in this order: pAkt inh, Nrf2 block, Nrf2 ARE act, CCT chaperon mod, Abeta rescue, MmCpn inh, A549 viability, TGFb inhibitor, HepG2 tox
- COc1ccc(CCNC(=O)CCNC(=O)c2ccc(Br)cc2)cc1OC
→ i, -2.3%, -0.2%, -1.6, 2.9%, 1.6%, 2.3%, 7.2%, 5.2%
- COc1ccc(NC(=S)N/N=C/c2cccn2Cc2ccccc2F)cc1
→ i, ?, 0.1%, 2.4, -0.5%, -1.8%, -12.0%, 6.6%, -5.9%
- CC(C(=O)O)N(c1ccccc1Cl)S(C)(=O)=O (stereo unspecified)
→ i, 0.4%, -1.3%, -3.2, 1.6%, -2.6%, -4.9%, 0.5%, -54.2%
- O=C(COc1coc(CN2CCc3ccccc32)cc1=O)N1CCCCC1
→ i, -12.3%, 0.3%, -18.7, -11.7%, 1.4%, 10.2%, 9.4%, -1.2%
- Cn1cc(C(=O)N/N=C/C2=C(N3CCOCC3)C(=C/c3ccc([N+](=O)[O-])cc3)/CC2)ccc1=O
→ i, 19.6%, -0.2%, -0.5, -6.1%, /, -10.8%, 7.1%, 11.7%
- Cc1csc(NC(=O)c2cc3c(s2)CCCC3)n1
→ i, ?, -0.2%, -0.6, -22.9%, ?, -8.3%, ?, -40.0%
- CCSc1nc2c(c(=O)[nH]1)C(C(C)C)C(C#N)=C(N)O2 (stereo unspecified)
→ i, -13.8%, 2.6%, -0.9, 12.3%, 0.2%, -3.2%, 0.4%, -26.7%
- Cc1cccc(NC(=S)N2CCN(S(=O)(=O)c3cccc(F)c3)CC2)c1
→ i, -4.1%, 1.1%, -2.0, -5.5%, 1.8%, ?, -13.4%, -37.2%
- O=C(CSc1nnc(-c2cccnc2)n1Cc1ccco1)c1ccc(Cl)c(Cl)c1
→ i, -21.0%, 2.5%, -2.2, 3.4%, -4.9%, /, 6.9%, -14.0%
- COc1ccc(-c2ccc(SCC(=O)c3cccs3)nn2)cc1
→ i, ?, 4.1%, -0.6, -2.5%, -17.7%, 6.7%, -19.7%, -84.5%
- CC(NC(=O)C1CCN(C(=O)[C@@H]2Cc3ccccc3CN2C(=O)OC(C)(C)C)CC1)c1ccccc1 (stereo partly specified)
→ i, 0.7%, -0.9%, -0.5, 3.9%, 1.7%, -7.0%, 2.4%, 1.1%
- COc1ccc(/C=N/N(CCC(=O)NC(C)(C)C)C2=NS(=O)(=O)c3ccccc32)cc1
→ i, -20.5%, 4.2%, -2.9, -1.8%, 0.5%, -12.0%, 12.1%, 4.7%
- COc1ccc(CCNC(=O)Cc2c(C)c3cc(OC)c(OC)cc3oc2=O)cc1
→ /, 0.7%, 0.3%, /, 0.3%, /, -6.8%, -2.2%, -6.9%
- COCCNC(=O)c1ccc2c3n(nc2c1)-c1ccccc1CO3
→ i, ?, -0.2%, -0.2, -11.7%, 0.0%, -0.3%, 8.1%, -16.0%
- S=c1[nH]nc(-c2ccc(Br)cc2)n1Cc1ccccc1
→ i, -5.6%, 0.3%, -2.8, ?, ?, 1.3%, 5.0%, -5.8%
- CN(C)/N=C/c1cn(-c2ccccc2)nc1-c1cccnc1
→ i, -23.5%, 0.1%, -1.8, 11.4%, 1.0%, -2.2%, 0.2%, -17.2%
- Cc1ccc(NS(=O)(=O)c2ccc(C(=O)N3CCN(S(=O)(=O)c4ccccc4)CC3)cc2)cc1
→ i, 20.6µM*, 1.1%, -0.6, -0.2%, -0.9%, -24.6%, -18.3%, -45.1%
- C[C@H](c1ccccc1)N1C[C@H](COCc2ccccc2)Oc2cc(N3CCC[C@H]3C(N)=O)ccc2S1(=O)=O
→ i, /, 0.6%, 0.1, 10.8%, /, /, /, /
- O=C(NNC(=O)c1cccc(Br)c1)C(=O)N1CCCCC1
→ i, 6.3%, 0.2%, -1.8, 9.2%, 1.0%, -7.4%, -3.5%, -11.3%
- CCOc1ccc(CCNC(=O)C(CC)n2nc(C)n3c(cc4sccc43)c2=O)cc1OCC (stereo unspecified)
→ /, 8.7%, 1.4%, 1.4, 1.2%, -4.0%, 13.4%, -18.3%, -46.6%
- COc1cc(CNC(=O)c2ccccc2NC(=O)C2=C(C)OCCS2)cc(OC)c1OC
→ i, ?, -0.1%, -0.1, 2.5%, -2.3%, 0.5%, -1.2%, -0.4%
- OC(c1ccc(F)c(F)c1)c1ncc(-c2cccc(F)c2)[nH]1 (stereo unspecified)
→ i, /, 0.9%, 1.1, -22.5%, /, /, 19.7%, -0.1%
- C=CCn1c(N)cc(=O)nc1SCC(=O)Nc1ccc(C(=O)OC)cc1
→ i, 0.4%, -0.5%, -0.6, -4.0%, 0.3%, -2.4%, 6.9%, 0.0%
- NS(=O)(=O)c1cccc(NC(=O)CSc2nnc(C3CC3)n2C2CC2)c1
→ i, 7.2%, -0.1%, 2.6, -8.4%, 2.2%, -4.5%, 0.9%, -0.1%
- COc1ccc(C(=O)/C(C#N)=N/Nc2cccc([N+](=O)[O-])c2)cc1
→ i, 23.1µM*, ?, 0.0, 10.0%, 2.9%, ?, 10µM*, -19.1%
- COc1ccc(-c2cc(C(F)F)n3ncc(C(=O)Nc4cccc(S(=O)(=O)N5CCOCC5)c4)c3n2)cc1
→ i, ?, 2.7%, -1.1, -11.8%, 1.9%, -2.9%, 1.9%, -3.8%
- CCC(C)n1c(SCC(=O)/C(C#N)=C(\C)N)nc2ccccc2c1=O (stereo unspecified)
→ i, ?, 0.3%, 0.5, 4.5%, 1.1%, -9.0%, -5.5%, -2.7%
- COc1ccc(NC(=O)Cn2cnc3c(nc4n3CCCCC4)c2=O)c(OC)c1
→ /, ?, -0.9%, /, -1.0%, /, 12.4%, 2.7%, 1.9%
- C[C@@H]1CN([C@@H](C)CO)C(=O)c2cc(Br)cnc2O[C@H]1CN(C)C(=O)NC1CCCC1
→ i, /, 0.3%, -5.7, -9.1%, /, /, -15.9%, -2.0%
- CC(C)(C)c1ccc(-c2noc(-c3ccc4c(c3)CCO4)n2)cc1
→ i, ?, 3.4%, -0.5, 7.2%, -1.3%, 1.0%, -18.7%, -37.9%
- COc1ccc(-n2c3c(cc(C(=O)NNc4ccccc4C)c2=O)C(=O)CC(C)(C)C3)cc1
→ i, -0.3%, 0.1%, -1.4, 4.5%, -1.1%, -11.4%, 12.6%, -4.0%
- O=C(Cc1ccc(F)cc1)N1CCC(CC2CC(c3cccc(Br)c3)=NO2)(C(=O)NCC2CCCCC2)CC1 (stereo unspecified)
→ i, ?, 0.3%, -0.9, -3.3%, -6.9%, ?, -15.6%, -26.2%
- CCC(=O)N1CCN(c2nc(CC)nc3sc4c(c23)CCCC4)CC1
→ i, -28.9%, -0.1%, 0.4, 0.5%, 0.5%, -10.1%, -4.9%, -16.8%
- O=C(NCCc1ccccc1)C1CCCN1S(=O)(=O)c1ccc(F)cc1 (stereo unspecified)
→ i, 1.4%, -0.7%, 2.5, 22.4%, /, -4.1%, -0.3%, -3.5%
- COc1ccc(OC)c(NC(=O)c2c(NCc3ccc(C)o3)sc3c2CCC(C)C3)c1 (stereo unspecified)
→ /, /, 24.1%, /, 7.3%, /, -18.6%, ?, -71.5%
- COC(=O)/C(=C\c1ccc(O)cc1)c1nc2ccccc2[nH]1
→ i, 5.0%, 7.2%, -0.7, -12.9%, 0.5%, 7.7%, 1.4%, -3.1%
- CCNC(=O)N1CCC(n2nccc2NC(=O)CCOc2ccccc2)CC1
→ i, 14.1%, -0.3%, -5.9, 2.2%, -0.1%, -2.0%, 3.0%, 0.2%
- Cc1ccc(Cc2c(-c3ccc(Br)cc3)nc3ccc(Br)cn23)cc1
→ i, /, 5.2%, -0.1, -19.2%, /, /, 8.3%, -28.9%
- COc1ccccc1CN1CC(C(=O)N2CCOCC2)CCC1=O (stereo unspecified)
→ i, 4.3%, -0.4%, 0.2, -14.2%, 0.2%, 6.9%, 7.5%, 8.1%
- C=CCN1C(=O)C2(OCCCO2)c2cccc(Cl)c21
→ i, -9.3%, -0.4%[9.22 µM], 0.8, -21.2%, -0.1%, 5.2%, 8.4%, 8.2%
- O=c1nc(/C=C/c2cccn2-c2ccc([N+](=O)[O-])cc2)cc(C(F)(F)F)[nH]1
→ i, 16.7%, 0.2%, 2.1, -0.4%, 0.2%, ?, -21.0%, -8.9%
- CN1C(=O)N(C)C2CC1N(C)C(=O)N2C
→ i, -1.6%, 0.3%, -1.1, 12.6%, 0.2%, -3.2%, -29.6%, 9.3%
- Cc1ccc(NC(=O)[C@@H]2CCC(=O)N2C2OC(=O)c3ccccc32)cc1Cl (stereo partly specified)
→ i, 6.9%, -0.8%, -2.1, 1.7%, 0.1%, -4.5%, -22.7%, -18.1%
- O=C1Nc2ccc(Cl)cc2/C1=C/C1CC=CCC1 (stereo unspecified)
→ i, -28.3%, ?, -2.8, -80.5%[inhibitor], -4.3%, 5.6%, ?, -13.3%
- CC(Sc1nnc(-c2ccccc2F)n1C1CC1)C(=O)NC(N)=O (stereo unspecified)
→ i, 0.8%, -0.4%, 0.1, -16.2%, -1.8%, 2.2%, 11.1%, -12.4%

Just Abeta rescue and CCT chaperon mod, for some of the entries so far:
SMILES | Abeta rescue | CCT chaperon mod
O=C1Nc2ccc(Cl)cc2/C1=C/C1CC=CCC1 (stereo unspecified) | -80.5%[inhibitor] | -2.8
CC(Sc1nnc(-c2ccccc2F)n1C1CC1)C(=O)NC(N)=O (stereo unspecified) | -16.2% | 0.1

Source: PubChem
